Source: PubChem
All columns: NCI-60 one-dose screen, growth in % after 48 h at 10 µM unless noted; 100 = growth as untreated, 0 = no growth, -100 = all killed.
HCC-2998 – HCC-2998 colon cancer; 4.7% of 79,000 active; AID 1794799
SF-268 – SF-268 CNS cancer cells; AID 1794759; 3.1% of 82,000 active
SNB-75 – SNB-75 CNS cancer; 5% of 79,000 active; AID 1794750
HCT-15 – HCT-15 colon cancer. 5.2% of 82,000 active
KM12 – KM12 colon cancer cells; 5% of 82,000 active
SW-620 – SW-620 colon cancer. AID 1794795. 5.2% of 82,000 active
SNB-19 – SNB-19 CNS cancer cells. AID 1794751. 2.5% of 81,000 active
HCT-116 – HCT-116 colon cancer. 7.3% of 82,000 active. AID 1794798
HT29 – HT29 colon cancer; 7.4% of 81,000 active; AID 1794748
An asterisk follows results filed as active; & = joins results of further samples. The calls were made as follows: active = growth percent below 10; inactive = the rest.

The opening 5 records as a preview:
`C#C[C@]1(O)CC[C@H]2[C@@H]3CC=C4c5nc(Nc6ccccc6[N+](=O)[O-])sc5CC[C@]4(C)[C@H]3CC[C@@]21C` gave HCC-2998 61, SF-268 53, SNB-75 18, HCT-15 35, KM12 54, SW-620 76, SNB-19 77, HCT-116 46 and HT29 56.
For C=C1C(=O)O[C@H]2[C@H]1CC/C(COC(=O)Nc1nc3ccccc3[nH]1)=C\CC[C@@]1(C)O[C@@H]21 the results were HCC-2998 102, SF-268 94, SNB-75 76, HCT-15 25, KM12 95, SW-620 16, SNB-19 91, HCT-116 12 and HT29 42.
For COc1cc(/C(C)=C(\c2ccc(Cl)cc2)c2ccc(OCCCN(C)C)cc2)ccc1F the results were HCC-2998 73, SF-268 99, SNB-75 88, HCT-15 52, KM12 68, SW-620 63, SNB-19 99, HCT-116 55 and HT29 27.
CCCCCCCCCCCCCCCCCCOc1ccccc1CCCOP(=O)(O)OCC[N+](C)(C)C was read as HCC-2998 51, SF-268 62, SNB-75 83, HCT-15 51, KM12 13, SW-620 69, SNB-19 34, HCT-116 45 and HT29 13.
`CC1=NN(c2ccccc2)C(=O)CC1` gave SF-268 104, SNB-75 102, HCT-15 105, KM12 105, SW-620 101, SNB-19 98, HCT-116 95 and HT29 102.

The listing, repeating the preview:
`C#C[C@]1(O)CC[C@H]2[C@@H]3CC=C4c5nc(Nc6ccccc6[N+](=O)[O-])sc5CC[C@]4(C)[C@H]3CC[C@@]21C` gave HCC-2998 61, SF-268 53, SNB-75 18, HCT-15 35, KM12 54, SW-620 76, SNB-19 77, HCT-116 46 and HT29 56.
For C=C1C(=O)O[C@H]2[C@H]1CC/C(COC(=O)Nc1nc3ccccc3[nH]1)=C\CC[C@@]1(C)O[C@@H]21 the results were HCC-2998 102, SF-268 94, SNB-75 76, HCT-15 25, KM12 95, SW-620 16, SNB-19 91, HCT-116 12 and HT29 42.
For COc1cc(/C(C)=C(\c2ccc(Cl)cc2)c2ccc(OCCCN(C)C)cc2)ccc1F the results were HCC-2998 73, SF-268 99, SNB-75 88, HCT-15 52, KM12 68, SW-620 63, SNB-19 99, HCT-116 55 and HT29 27.
CCCCCCCCCCCCCCCCCCOc1ccccc1CCCOP(=O)(O)OCC[N+](C)(C)C was read as HCC-2998 51, SF-268 62, SNB-75 83, HCT-15 51, KM12 13, SW-620 69, SNB-19 34, HCT-116 45 and HT29 13.
`CC1=NN(c2ccccc2)C(=O)CC1` gave SF-268 104, SNB-75 102, HCT-15 105, KM12 105, SW-620 101, SNB-19 98, HCT-116 95 and HT29 102.
`CCCCC(CN)(c1cccs1)c1cccs1` gave HCC-2998 107, SF-268 99, SNB-75 86, HCT-15 105, KM12 106, SW-620 101, SNB-19 96, HCT-116 98 and HT29 96.
`CCN(CC)c1nc(N(CC)CC)c2[nH]cnc2n1` gave HCC-2998 108, SF-268 120, SNB-75 93, HCT-15 97, KM12 100, SW-620 98, SNB-19 110, HCT-116 94 and HT29 92.
For COC(=O)[C@]1(Cc2ccccc2)[C@H](C)C(=O)N1C[C@H](Cc1ccccc1)N(Cc1ccccc1)Cc1ccccc1 the results were HCC-2998 92, SF-268 63, SNB-75 72, HCT-15 67, KM12 69, SW-620 69, SNB-19 83, HCT-116 32 and HT29 59.
`CCN(CCO)C(C(=O)O)c1ccccc1` (stereo not drawn) gave HCC-2998 101, SF-268 101, SNB-75 100, HCT-15 107, KM12 102, SW-620 108, SNB-19 100, HCT-116 103 and HT29 98.
`CCOC(=O)C(CC)(CC(C)C)C(=O)OCC` gave HCC-2998 83, SF-268 99, SNB-75 83, HCT-15 102, KM12 104, SW-620 106, SNB-19 108, HCT-116 96 and HT29 100.
`O=C1/C(=C/c2ccc(F)cc2)CN(C(=O)C(Cl)Cl)C/C1=C\c1ccc(F)cc1` gave HCC-2998 -89*, SF-268 -31*, SNB-75 -61*, HCT-15 -58*, KM12 -66*, SW-620 -73*, SNB-19 -87*, HCT-116 -93* and HT29 -25*.
For NC(=O)c1c(Nc2ccccc2)nn2c(-c3ccc(Br)cc3)c(-c3nc4ccccc4s3)c(N)nc12 the results were HCC-2998 112, SF-268 97, SNB-75 95, HCT-15 98, KM12 99, SW-620 103, SNB-19 102, HCT-116 98 and HT29 107.
`C=C1C(=O)O[C@H]2[C@H]1CC/C(CNC(=O)c1c[nH]c3ccc(F)cc13)=C\CC[C@@]1(C)O[C@@H]21` gave HCC-2998 -79*, SF-268 43, SNB-75 45, HCT-15 -70*, KM12 42, SW-620 -49*, SNB-19 61, HCT-116 -49* and HT29 -60*.
Cc1cc(C(C)(C)C)cc(C=O)c1O was read as HCC-2998 96, SF-268 102, SNB-75 89, HCT-15 98, KM12 104, SW-620 90, SNB-19 85, HCT-116 99 and HT29 98.
COc1ccc2[nH]c(=O)c(O)c(-c3ccccc3)c2c1 was read as HCC-2998 100, SF-268 96, SNB-75 86, HCT-15 102, KM12 97, SW-620 103, SNB-19 98, HCT-116 100 and HT29 102.
For CCOC(=O)c1[nH]c(C)c(C=O)c1C the results were SF-268 94, SNB-75 81, HCT-15 96, KM12 100, SW-620 102, SNB-19 101, HCT-116 103 and HT29 102.
For O=C(OCC1OC(n2cnc3c(=S)nc[nH]c32)C(OC(=O)c2ccccc2)C1OC(=O)c1ccccc1)c1ccccc1 (stereo not drawn) the results were HCC-2998 47, SF-268 99, SNB-75 95, HCT-15 93, KM12 83, SW-620 99, SNB-19 99, HCT-116 94 and HT29 106.
`CCOC(=O)c1ccc2c(c1)nc(NS(=O)(=O)c1ccc(C)cc1)n2-c1cc(OC)c(OC)c(OC)c1` gave HCC-2998 105, SF-268 99, SNB-75 92, HCT-15 98, KM12 101, SW-620 98, SNB-19 98, HCT-116 105 and HT29 125.
For COc1ccc(CNNC(=O)C2CCCCC2)c(OC)c1OC the results were HCC-2998 108, SF-268 102, SNB-75 99, HCT-15 107, KM12 110, SW-620 104, SNB-19 100, HCT-116 97 and HT29 107.
`Nc1c(C(=O)Nc2cccc3ccncc23)sc2nc3c(cc12)CN(Cc1ccccc1)CC3` gave HCC-2998 120, SF-268 103, SNB-75 110, HCT-15 93, KM12 102, SW-620 98, SNB-19 96, HCT-116 108 and HT29 114.
Screening COc1cc(C=C2C(=O)N(C)C(=O)N(C)C2=O)cc(CN2CCN(C)CC2)c1O returned HCC-2998 107, SF-268 101, SNB-75 93, HCT-15 100, KM12 107, SW-620 106, SNB-19 97, HCT-116 99 and HT29 106.
`O=C(Cn1nncc1CN1C(=O)CSC1=O)Nc1cccc(C(F)(F)F)c1` gave HCC-2998 110, SF-268 100, SNB-75 84, HCT-15 107, KM12 103, SW-620 101, SNB-19 99, HCT-116 100 and HT29 106.
For Cc1c(C(=O)NO)sc2ncnc(Nc3ccc(F)c(Cl)c3)c12 the results were HCC-2998 102, SF-268 96, SNB-75 99, HCT-15 96, KM12 102, SW-620 108, SNB-19 92, HCT-116 107 and HT29 103.
`COc1ccc(CN2C(=O)/C(=C\C(=O)c3ccc(OCCN4CCCCC4)cc3)c3ccccc32)cc1` gave HCC-2998 95, SF-268 83, SNB-75 84, HCT-15 7.6*, KM12 89, SW-620 -40*, SNB-19 84, HCT-116 4.2* and HT29 9.0*.
For CC(=O)[C@@H]1CC[C@]2(C#N)CC[C@]3(C)[C@H](CC[C@@H]4[C@@]5(C)CCC(=O)NC(C)(C)[C@@H]5CC[C@]43C)[C@@H]12 the results were HCC-2998 99, SF-268 91, SNB-75 88, HCT-15 94, KM12 98, SW-620 103, SNB-19 89, HCT-116 92 and HT29 96.
`CC(C(=O)O)c1nc(-c2ccc([N+](=O)[O-])cc2)nn1-c1nc2ccccc2[nH]c1=O` (stereo not drawn) gave HCC-2998 105, SF-268 111, SNB-75 98, HCT-15 97, KM12 106, SW-620 99, SNB-19 98, HCT-116 96 and HT29 113.
Screening CSc1ccc(/C=N/Nc2n[nH]c(=S)n2N)cc1 returned HCC-2998 101, SF-268 97, SNB-75 102, HCT-15 102, KM12 104, SW-620 99, SNB-19 100, HCT-116 101 and HT29 106.
For COC(=O)c1ccc(Cn2cc(CSc3nc4ccccc4s3)nn2)cc1 the results were HCC-2998 104, SF-268 87, SNB-75 82, HCT-15 101, KM12 107, SW-620 98, SNB-19 94, HCT-116 84 and HT29 104.
Screening Cn1c(N2N=C(c3ccc(Cl)cc3)CC2c2ccccc2)nc(-c2ccccc2)c(C#N)c1=O (stereo not drawn) returned HCC-2998 82, SF-268 58, SNB-75 91, HCT-15 80, KM12 78, SW-620 77, SNB-19 89, HCT-116 51 and HT29 79.
`CCNC(=O)Oc1ccc(/C(=C(\C)c2ccccc2)c2ccc(OCCN(CC)CC)cc2)cc1` gave HCC-2998 91, SF-268 80, SNB-75 79, HCT-15 17, KM12 72, SW-620 83, SNB-19 87, HCT-116 56 and HT29 15.
For O=C(Nc1ccccc1C(=O)NCC1CC1)c1cccs1 the results were HCC-2998 103, SF-268 113, SNB-75 70, HCT-15 94, KM12 107, SW-620 109, SNB-19 100, HCT-116 94 and HT29 105.
O=C(Nc1ccc(-c2nc3ccc(NC(=O)c4ccc(Cl)cc4)cc3[nH]2)cc1)c1ccc(Cl)cc1 was read as HCC-2998 -23*, SF-268 44, SNB-75 -32*, HCT-15 32, KM12 40, SW-620 18, SNB-19 35, HCT-116 0.7* and HT29 -58*.
`CCCCCCCCCCCCCCCCCCNC(=O)[C@H]1CSC(c2ccc(OC)cc2O)N1` (stereo partly drawn) gave HCC-2998 77, SF-268 51, HCT-15 81, KM12 27, SW-620 67, SNB-19 81, HCT-116 39 and HT29 45.
Screening CC(=O)Oc1ccc2c(C)cc(=S)oc2c1OC(C)=O returned HCC-2998 96, SF-268 89, SNB-75 90, HCT-15 70, KM12 95, SW-620 104, SNB-19 93, HCT-116 84 and HT29 99.
`Cn1cc(-c2noc(C(=O)c3cn(C)c4ncc(Br)cc34)n2)c2cc(F)ccc21` gave HCC-2998 107, SF-268 90, SNB-75 58, HCT-15 72, KM12 77, SW-620 86, SNB-19 90, HCT-116 93 and HT29 93.
CCc1cc2ccccc2oc1=O was read as HCC-2998 104, SF-268 101, SNB-75 94, HCT-15 109, KM12 99, SW-620 103, SNB-19 104, HCT-116 104 and HT29 115.
CCOC(=O)c1[nH]n(-c2ccccc2)c(=O)c1C=NC(=S)c1cccnc1 was read as HCC-2998 105, SF-268 99, SNB-75 101, HCT-15 108, KM12 97, SW-620 105, SNB-19 101, HCT-116 106 and HT29 100.
`C=C1CC[C@@H]2[C@]3(C)COC(c4ccccn4)O[C@@H]3CC[C@@]2(C)[C@@H]1CC(O)C1=CCOC1=O` (stereo partly drawn) gave HCC-2998 114, SF-268 100, SNB-75 93, HCT-15 87, KM12 98, SW-620 90, SNB-19 103, HCT-116 84 and HT29 103.
Screening O=C1c2ccccc2C(=O)N1CO returned HCC-2998 104&92&115, SF-268 109&100&106, SNB-75 99&88&91, HCT-15 104&98&105, KM12 112&107&95, SW-620 106&108&107, SNB-19 99&105&103, HCT-116 99&112&106 and HT29 96&104&109.
For COc1ccc(/C=C/C(=O)[C@@H]2CC[C@]3(CO)CC[C@]4(C)[C@H](CC[C@@H]5[C@@]6(C)CC[C@H](O)C(C)(C)[C@@H]6CC[C@]54C)[C@@H]23)cc1 the results were HCC-2998 102, SF-268 89, SNB-75 64, HCT-15 74, KM12 91, SW-620 94, SNB-19 86, HCT-116 66 and HT29 95.
Cc1ccc(S(=O)(=O)Oc2ccccc2Cl)cc1 was read as HCC-2998 99, SF-268 102, SNB-75 102, HCT-15 99, KM12 102, SW-620 96, SNB-19 96, HCT-116 103 and HT29 118.
For COC(=O)N[C@H](C(=O)N[C@@H](Cc1ccccc1)[C@@H](O)CN(Cc1ccc(-c2ccccc2)cc1)NC(=O)[C@@H](NC(=O)OC)C(C)(C)C)C(C)(C)C the results were HCC-2998 98, SF-268 114, SNB-75 99, HCT-15 112, KM12 103, SW-620 95, SNB-19 106, HCT-116 90 and HT29 108.
`N#Cc1c(-c2ccccc2)[nH]c(-c2ccccc2)c1NS(=O)(=O)c1ccc(N)cc1` gave HCC-2998 125, SF-268 104, SNB-75 88, HCT-15 103, KM12 91, SW-620 106, SNB-19 100, HCT-116 89 and HT29 94.
